Source: PubChem (The Scripps Research Institute Molecular Screening Center)
TAAR1 agonist: human TAAR1 agonists, primary screen, Fluo-8 calcium fluorescence, CHO RD-HGA16 cells. Trace amine-associated receptor 1 (Homo sapiens), Q96RJ0. vehicle wells 0%, saturating PEA agonist 100%. activation, % at 3 µM. 0.99% of 360,000 active;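 active = activation above the mean activation of all test compounds in the run plus 3 SD, cut at about 38% in these data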
Target sequence (Q96RJ0 whole entry, looked up): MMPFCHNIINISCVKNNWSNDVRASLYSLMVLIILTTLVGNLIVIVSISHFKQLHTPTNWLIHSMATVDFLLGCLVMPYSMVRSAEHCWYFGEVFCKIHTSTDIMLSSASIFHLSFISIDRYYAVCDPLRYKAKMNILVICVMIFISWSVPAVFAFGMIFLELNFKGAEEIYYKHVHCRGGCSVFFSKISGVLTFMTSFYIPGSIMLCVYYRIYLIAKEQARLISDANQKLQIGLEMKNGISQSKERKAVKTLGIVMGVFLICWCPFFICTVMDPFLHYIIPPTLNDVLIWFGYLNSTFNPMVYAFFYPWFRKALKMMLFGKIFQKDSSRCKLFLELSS
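Assay system – CHO-derived RD-HGA16 cells with stable Gα16 and human TAAR1 · Compound dosing – one-point dosing at 3 µM (nominal) · Incubation – 17-24 h seeding, 75 min 37 °C dye, 30 min RT · Measured by – kinetic Fluo-8 calcium fluorescence · Control set – DMSO vehicle as 0%, PEA at EC100 as 100% · Repeats – single well for each compound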
TAAR1 antag: human TAAR1 antagonists, primary screen, Fluo-8 calcium fluorescence, CHO RD-HGA16 cells. antagonist. inhibition, % at 3 µM. 1.5% of 360,000 active. AID 624466, 2012;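 active = inhibition above a per-plate cutoff, the mean inhibition of test compounds on that plate plus 3 SD, cut at about 49% in these data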;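 also: 0% = DMSO plus EC80 beta-PEA response and 100% = DMSO alone without agonist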
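Material: CHO RD-HGA16 cells bearing hTAAR1; compound dosing: one-point dosing, 3 µM nominal final; schedule: dye loading 75 min at 37 °C, then 30 min room temperature; measured by: calcium fluorescence with Fluo-8; control set: vehicle and agonist controls; replication: n of 1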
Active calls of the source: *. These rows are one share of the data; count on the stated rates, not on these rows.

SMILES | TAAR1 agonist | TAAR1 antag
O=C(NC1CCCCC1)C(c1ccncc1)n1c(=O)c(-c2ccccc2)nc2ccccc21 (configuration not stated) | -2 | -16
O=C(C(=O)N1CCN(C(=O)c2cccs2)CC1)c1cccc(C(F)(F)F)c1 | 1 | -16
Nc1nc2c(ncn2[C@@H]2O[C@H](C(=O)N[C@@H](Cc3ccccc3)C(=O)NCC3CCCCC3)[C@@H](O)[C@H]2O)c(=O)[nH]1 | 1 | -16
O=C(Nc1ccc2c(c1)OCCO2)C(c1ccncc1)n1c(=O)c(-c2cc3ccccc3[nH]2)nc2ccccc21 (configuration not stated) | 0 | 5
COC(=O)C[C@@H]1C=C[C@H](NC(=O)c2ccccc2)[C@@H](CO)O1 | 3 | -31
O=S1(=O)N[C@@H](Cc2ccccc2)COc2cc(N3CCOCC3)ccc21 | 2 | 10
COC(=O)[C@@H](N[C@H](/C=C/c1ccccc1)[C@@H](O)Cc1ccccc1)c1ccccc1 | 0 | 26
COc1ccc(Cc2c(C3CCCCC3)nc3ccc(C)cn23)c(C)c1 | 3 | -38
COC(=O)C1=C(C)N(Cc2ccccc2C(F)(F)F)C(=NCc2ccccc2)NC1c1ccc(C(F)(F)F)cc1 (configuration not stated) | 1 | -23
CC(C)=CC(=O)NCC1CCN(C(=O)C(=O)c2cc3ccccc3o2)CC1 | 4 | -3
COc1ccc(N2C(=O)c3ccccc3NC(=O)C2C(=O)Nc2ccc3c(c2)OCCO3)cc1 (configuration not stated) | 4 | 1
Nc1nc2cc3c(cc2cc1C(=O)NCc1cccnc1)OCO3 | 2 | 13
O=c1cc(CN2CCCC2)c2ccccc2o1 | 1 | 3
C[C@H](CO)N1C[C@H](C)[C@H](CN(C)C(=O)Nc2ccc3c(c2)OCO3)OCc2cnnn2CCCC1=O | 0 | -19
Fc1ccc2nc(-c3ccc(CN4CCC(c5nc6ccccc6[nH]5)CC4)cc3)c(-c3ccccc3)nc2c1 | 19 | 54*
Cc1cc2c(cc1C)-n1nnnc1C(N1CCN(c3ccccn3)CC1)C(c1ccc3c(c1)OCO3)=N2 (configuration not stated) | 0 | -14
Cc1c(C(=O)O)sc(S(=O)(=O)N2CCNCC2)c1C(=O)O | -1 | -7
O=C(NC1CCCCC1)c1nc(-c2c(F)cccc2F)oc1-c1ccccc1 | 3 | -29
CC(C)CNc1cccc2c1S(=O)(=O)N[C@H](CC(C)C)CO2 | -1 | -9
O=C1CCCCC1CCS(=O)(=O)NCc1ccccc1 (configuration not stated) | -1 | 9
O=C(C(=O)N1CCC(CNS(=O)(=O)c2cc(C(F)(F)F)cc(C(F)(F)F)c2)CC1)c1cc2ccccc2o1 | 1 | -31
O=C(C(=O)N1CCN(C(=O)Cc2ccccc2)CC1)c1cccc(C(F)(F)F)c1 | 5 | -38
CC(C)NC(=O)C1(C)CN(S(C)(=O)=O)CC(=O)N1CCc1ccccc1F (configuration not stated) | 2 | -2
O=C(NCc1cccc(C(F)(F)F)c1)C1C(=O)Nc2ccccc2C(=O)N1Cc1ccccc1 (configuration not stated) | 11 | 14
O=C(C(=O)N1CCC(CNS(=O)(=O)c2cccc(C(F)(F)F)c2)CC1)c1cc2ccccc2o1 | -1 | -12
COC(=O)[C@]12C[C@H](CC(=O)NCCCCc3ccccc3)C(=O)N(CCC3=CCCCC3)C1=C[C@H](C(C)(C)C)O[C@@H]2C | 1 | -21
COc1ccc(C2CC(=O)C(c3cc(OC)c(OC)c(OC)c3)=CN2Cc2ccccc2)cc1 (configuration not stated) | -1 | -12
C[C@H](O)[C@@H]1CN2CCc3c([nH]c4c(-c5ccccc5)cccc34)[C@@H]2C[C@@H]1N(C)C(=O)NC1CCCCC1 | -1 | -8
COc1ccccc1CCn1cnc(-c2cccc(Br)c2)c1C(C)C | 27 | 17
COc1cc2c(c(OC)c1OC)CC(c1ccccc1)=C(c1ccccc1)CC2NC(=O)C(F)(F)F (configuration not stated) | 2 | -2
COC(=O)[C@]12C[C@H](CC(=O)N3CCCCC3)C(=O)N(Cc3ccc4c(c3)OCO4)C1=C[C@H](COCc1ccccc1)O[C@@H]2C | -1 | -13
O=C(CSC1CCc2ccccc21)NN=Cc1ccco1 (configuration not stated) | 0 | 13
C#CC1c2ccccc2CCN1CC=C (configuration not stated) | 0 | -13
CCC(C(=O)NCc1ccccc1)n1c(CSCCOc2ccccc2)nc2ccccc21 (configuration not stated) | 1 | -7
COC(=O)c1c(-c2ccc(OC)cc2)c2c(c3c4ccccc4n(S(=O)(=O)c4ccc(C)cc4)c13)C(=O)N(C)C2 | -1 | -15
COC(=O)Cc1nnn2c1[C@H](C)[C@H](c1ccccc1Br)OC[C@H](C)C2 | -2 | -4
CCCCOCCCNC(=O)C[C@@H]1C[C@@]2(C(=O)OC)CC(C)(C)CC=C2N(Cc2ccccc2)C1=O | -2 | -20
CN1CCCCC(NC(=O)CCl)C1=O (configuration not stated) | 1 | -12
CC(C)(C)NC(=O)C(c1cc2ccccc2o1)n1c(-c2ccc(-c3ccccc3)cc2)nc2ccccc21 (configuration not stated) | 2 | -47
O=C(C(=O)N1CCN(C(=O)C2CCC2)CC1)c1cccc(C(F)(F)F)c1 | 0 | -11
COC(=O)[C@]12CCCCC=C1N(Cc1ccc3c(c1)OCO3)C(=O)[C@H](CC(=O)N1CCOCC1)C2 | 13 | 2
COc1cccc(CNC(=O)[C@H]2CCCN2C(=O)[C@H]2CCCN2C(=O)N2CCCCC2)c1 | 1 | -2
COc1ccc(CNC(=O)c2c(N)[nH]c(C(=O)c3ccccc3)c2-c2ccc3ccccc3c2)cc1OC | 10 | 30
O=C(Nc1ccc2c(c1)OCCO2)C(C1CC1)n1c(=O)c(-c2ccco2)nc2ccccc21 (configuration not stated) | -2 | 7
CCCCN1CC(COCc2ccccc2)Oc2cccc(Sc3ccc(OC)c(OC)c3)c2S1(=O)=O (configuration not stated) | 2 | -18
Cc1ccc(S(=O)(=O)N2[C@H](CC(=O)OCc3ccccc3)OC[C@@H]2C)cc1 | -1 | 14
O=C(N[C@H](C(=O)N1CCC[C@H]1C(=O)NCc1ccccc1)c1ccccc1)C1CCCC1 | 1 | -4
COc1cccc(C(=O)N[C@H](C(=O)N2CCC[C@H]2C(=O)NCc2ccccc2)c2ccccc2)c1 | 1 | 0
COCCCNC(=O)C[C@H]1C[C@@]2(C(=O)OC)C(=C[C@H](C3CCCC3)O[C@@H]2C)N(Cc2ccccc2)C1=O | 0 | -30
O=C1N(c2ccccc2)c2ccccc2[C@]12C[C@H](O)CO2 | 5 | -9
Cc1ccc(OCc2nc3ccccc3n2C(C)C(=O)Nc2c(C)cccc2C)cc1 (configuration not stated) | 0 | -45
OC(c1ccccc1)(c1ccccc1)C1CCN(CCCOc2cccnc2)CC1 | 0 | -8
CCCc1ccc2c(C)cccc2n1 | 0 | -2
COC(=O)C1=C(C)N(Cc2ccccc2C(F)(F)F)C(=NCc2ccc(C(F)(F)F)cc2)NC1c1ccccc1 (configuration not stated) | 3 | -16
O=c1c(-c2ccco2)nc2ccccc2n1C(CCc1ccccc1)c1nc2ccccc2[nH]1 (configuration not stated) | -1 | -15
CCOC(=O)c1noc2c1CCC2 | 1 | -12
COC(=O)[C@]12C[C@H](CC(=O)NCc3cccs3)C(=O)N(Cc3ccc4c(c3)OCO4)C1=C[C@H](C(C)(C)C)O[C@@H]2C | 1 | -41
Nc1ccn([C@@H]2O[C@H](C(=O)N[C@H]3CCCCNC3=O)[C@@H](O)[C@H]2O)c(=O)n1 | 0 | 21
COc1ccc(C(=O)C[C@@H]2OC3CCCCC3N2S(=O)(=O)c2ccc(C)cc2)cc1OC (some centres not stated) | -2 | -11
Nc1[nH]c(C(=O)c2ccc(Br)cc2)c(-c2ccc(F)cc2)c1C(=O)NCCc1c[nH]c2ccccc12 | 1 | -8

Other records follow:
SMILES | TAAR1 agonist | TAAR1 antag
C[C@@H]1ON(C)[C@H]2C[C@H]3c4[nH]c5c(-c6cc(Cl)cc(Cl)c6)cccc5c4CCN3C(=O)[C@@H]12 | 0 | -9
Cc1ccc(-c2nc3ccccc3n2C(C(=O)NC(C)(C)C)C2CC2)cc1 (configuration not stated) | 0 | -9
Cc1[nH]nc2c1C(c1ccc(F)cc1)N(Cc1ccccc1)C2=O (configuration not stated) | -1 | -23
Cc1cccc(C)c1NC(=O)C(c1ccncc1)N1CCN(CCN(C)C)CC1 (configuration not stated) | 0 | 5
CC1(C)OC(=O)C2=C(CC(CCc3ccccc3)OC2c2ccc(Cl)cc2)O1 (configuration not stated) | 0 | 19
C[C@H](O)[C@@H]1CN2CCc3ccc(-c4ccc5c(c4)OCO5)cc3[C@@H]2C[C@@H]1N(C)Cc1cc(Cl)cc(Cl)c1 | 0 | -11
Cc1cc2c(nc1C)CCCN2Cc1ccccn1 | 0 | 6
COCC(=O)N[C@H]1CC[C@@H](CC(=O)OC)O[C@@H]1CO | 1 | 1
COC(=O)C1=C(C)N(Cc2ccc(C(F)(F)F)cc2)C(=NCc2ccccc2)NC1c1cccc(Cl)c1 (configuration not stated) | 27 | 60*
CCCCOCC1CN(CCCC)S(=O)(=O)c2c(cccc2Sc2ccc(OC)c(OC)c2)O1 (configuration not stated) | 0 | -19
O=C1C=C(c2cccc3c2Oc2ccccc2S3)C[C@@H](c2ccc3c(c2)OCO3)C1 | 5 | 8
CCCCN1CN(S(=O)(=O)c2cccs2)c2nc3ccccc3nc21 | 0 | -38
COC(=O)C[C@H]1C=C[C@@H](NC(=O)Cc2cccnc2)[C@@H](CO)O1 | 5 | -28
O=C(Nc1c(F)c(F)c(F)c(F)c1F)OC[C@@H]1CSCCS(=O)(=O)N1 | 3 | -4
CCOC(=O)C1=CCN(S(=O)(=O)c2ccc(Br)cc2)C1c1cccc(Cl)c1 (configuration not stated) | 1 | 5

Fetched one by one from the entries so far (6):
SMILES | TAAR1 agonist | TAAR1 antag
Cc1ccc(-c2nc3ccccc3n2C(C(=O)NC(C)(C)C)C2CC2)cc1 (configuration not stated) | 0 | -9
COC(=O)C1=C(C)N(Cc2ccc(C(F)(F)F)cc2)C(=NCc2ccccc2)NC1c1cccc(Cl)c1 (configuration not stated) | 27 | 60*
CCCCOCC1CN(CCCC)S(=O)(=O)c2c(cccc2Sc2ccc(OC)c(OC)c2)O1 (configuration not stated) | 0 | -19
CCOC(=O)C1=CCN(S(=O)(=O)c2ccc(Br)cc2)C1c1cccc(Cl)c1 (configuration not stated) | 1 | 5
Cc1cc2c(nc1C)CCCN2Cc1ccccn1 | 0 | 6
C[C@H](O)[C@@H]1CN2CCc3ccc(-c4ccc5c(c4)OCO5)cc3[C@@H]2C[C@@H]1N(C)Cc1cc(Cl)cc(Cl)c1 | 0 | -11

Of the compounds above, four contain a thiophene ring, fused or not.
SMILES | TAAR1 agonist | TAAR1 antag
O=C(C(=O)N1CCN(C(=O)c2cccs2)CC1)c1cccc(C(F)(F)F)c1 | 1 | -16
Cc1c(C(=O)O)sc(S(=O)(=O)N2CCNCC2)c1C(=O)O | -1 | -7
COC(=O)[C@]12C[C@H](CC(=O)NCc3cccs3)C(=O)N(Cc3ccc4c(c3)OCO4)C1=C[C@H](C(C)(C)C)O[C@@H]2C | 1 | -41
CCCCN1CN(S(=O)(=O)c2cccs2)c2nc3ccccc3nc21 | 0 | -38

Next section
SMILES | TAAR1 agonist | TAAR1 antag
O=C(NCc1ccccc1)[C@@H]1CCCN1C(=O)[C@H]1CCCN1C(=O)c1ccc(Cl)c(Cl)c1 | 1 | 6
Clc1cccc2c1C1CC2CCN1Cc1ccccc1 (configuration not stated) | -2 | -4
Cc1cccc(C)c1NC(=O)C(CCc1ccccc1)n1c(=O)c(-c2ccccc2)nc2ccccc21 (configuration not stated) | -1 | -37
CCOC(=O)C1=CCN(S(=O)(=O)c2ccccc2F)C1c1ccc(Br)cc1 (configuration not stated) | 1 | 26
Cc1cc(N2CCNC[C@H]2C)ccc1N1CCN(Cc2ccccc2)[C@@H](C)C1 | 7 | -2
O=C(N[C@H](Cc1ccccc1)C(=O)NCC1CCCO1)[C@H]1O[C@@H](n2ccc(=O)[nH]c2=O)[C@H](O)[C@@H]1O (some centres not stated) | 2 | -17
CC1(C(=O)NCc2ccccc2)CSCC(=O)N1Cc1ccco1 (configuration not stated) | 2 | -31
COC(=O)N1C[C@H](Oc2ncccn2)[C@H]2C[C@@H]1c1ccccc1O2 | 3 | -35
COC(=O)CC#C[C@@H](C)[C@H](NS(=O)(=O)c1ccc(C)cc1)C(C)(C)C | 1 | -10
C[C@@H]1CNCCN1c1ccc(N2CCS(=O)(=O)CC2)c(C#N)c1 | 0 | 2
Fc1ccc(-c2ccc3c(n2)CCCN3Cc2ccccc2C(F)(F)F)cc1 | -1 | -34
COC(=O)C[C@H]1C=C[C@H](NC(=O)Cc2ccccc2)[C@@H](CO)O1 | 1 | -5
Cc1cc(C)n(CCNC(=O)[C@@H](Cc2ccccc2)NC(=O)[C@H]2O[C@@H](n3ccc(=O)[nH]c3=O)[C@H](O)[C@@H]2O)n1 | 1 | 13
COCCN1Cc2cc(C(=O)OC)c3c(c2C1=O)c1ccccc1n3S(=O)(=O)c1ccc(C)cc1 | -1 | -28
CC(C)C[C@H]1COc2cc(NCc3ccc(Cl)c(Cl)c3)ccc2S(=O)(=O)N1 | 26 | 37
CCNc1ccccc1 | 4 | -13
Nc1[nH]c(C(=O)c2ccccc2)c(-c2ccc(Cl)c(F)c2)c1C(=O)c1c[nH]c2ccccc12 | 0 | -2
COC(=O)[C@]12C[C@H](CC(=O)NCc3cccs3)C(=O)N(Cc3ccccc3)C1=C[C@H](C(C)(C)C)O[C@@H]2C | 0 | -35
